Integrin act MD: activates integrin-mediated alleviation for muscular dystrophy; alpha7betagal myoblasts, beta-gal FDG fluorescence, 48 h; Potency, µM (highest dose often 38.3 µM), for inactives: top-dose activation, actives largely listed as activators; 350,000 compounds, 0.064% hits; AID 624291;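 also: potency is read from the fitted curve at half-maximal effect; 100% = response of the positive control SU9516; nearly all actives have a fitted effect of over 60% in size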
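Alpha7betagal+/- myoblasts (passage 13) were plated 16-24 hr, then exposed to compounds (1:260 dilution of DMSO stock) for 48 hours at 37C. After MPER lysis, β-galactosidase reporter activity was read as FDG fluorescence (ex 480/em 540) after 30 minutes.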
p53 reactivator: mutant p53 re-activation in reporter cells; H1299 p53-A138V BP100-luciferase reporter, luminescence, 24 h; Potency, µM (highest dose often 92.2 µM), for the others: top-dose activity change, positive = activation, hits mostly activators; 320,000 compounds, 0.063% hits; AID 504706; also: potency is read from the fitted curve at half-maximal effect; % of control where 0% means no effect; nearly all actives have a fitted effect of over 45% in size
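p53-null H1299 cells stably carrying temperature-sensitive p53-A138V and a BP100-luciferase reporter were pinned with compounds (4-point, 1:5 series) and held 24 hrs at 37 deg C. Luminescence was read 10 min after detection reagent.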
CXXC DNA block: inhibitors of human MLL CXXC domain-DNA interaction; Q03164; MLL-CXXC / FITC-HOXA9 DNA fluorescence polarization; Potency, µM (series often up to 115 µM), inactives show top-dose activity change, negative = inhibition, most hits filed as inhibitors; 290,000 compounds, 0.037% hits; AID 2662; active = well fitted inhibition curve with a large enough effect in the polarisation, with a control signal flat, not every such curve was filed as active; inconclusive = small, poorly fitted or top-dose-only effect, or effect the other way, or a change in a side signal; inactive = no such curve, though single readings can be large or run the other way; the % refers to the polarisation; also: potency is read from the fitted curve at half-maximal effect
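Purified MLL-CXXC (added from a 7 uM solution) was preincubated 5 min at ambient with pinned compounds in 50 mM Tris-HCl pH 7.5, 50 mM NaCl, 1 mM DTT, 0.05% BSA. Fluorescein-labeled HOX-A9 DNA (50 nM solution) followed, 30 min, then polarization read.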
PTAP TSG101 blk: blocks PTAP/TSG101 interaction to inhibit HIV-1 budding | Potency, µM (highest dose often 115 µM), for inactives: at the top dose activity change, negative = inhibition, most hits filed as inhibitors | AID 493005 | 340,000 tested, under 10 active | Fluorescence polarization, FITC-PTAP peptide / Tsg101 binding; active = well fitted inhibition curve with a large enough effect in the main read-out, with a control signal flat, not every such curve was filed as active; inconclusive = small, poorly fitted or top-dose-only effect, or effect the other way, or a change in a side signal; inactive = no such curve, though single readings can be large or run the other way; also: potency is read from the fitted curve at half-maximal effect; % of control where 0% means no effect
Target sequence (Q99816 whole entry, looked up): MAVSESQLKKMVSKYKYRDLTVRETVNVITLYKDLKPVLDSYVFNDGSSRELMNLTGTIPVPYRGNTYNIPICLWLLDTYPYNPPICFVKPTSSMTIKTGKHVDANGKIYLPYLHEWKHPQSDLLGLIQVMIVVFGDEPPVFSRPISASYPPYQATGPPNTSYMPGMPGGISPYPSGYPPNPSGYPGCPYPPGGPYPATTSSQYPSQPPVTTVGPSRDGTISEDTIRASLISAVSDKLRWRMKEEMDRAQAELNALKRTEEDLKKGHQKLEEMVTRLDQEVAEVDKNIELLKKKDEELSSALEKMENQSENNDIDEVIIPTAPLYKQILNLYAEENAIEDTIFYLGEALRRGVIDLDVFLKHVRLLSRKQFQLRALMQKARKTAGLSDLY
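Steps: Tsg101 binding domain dispensed (10 uM final), compounds pinned in DMSO, FITC-labeled PTAP-motif peptide added (50 nM final); after 20 min binding at room temperature, polarization measured.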
TRPV1 ag: activates the human vanilloid receptor TRPV1 | 320,000 compounds, 0.19% hits | TRPV1-expressing cells, Fluo-8 calcium influx, agonist mode | activation, % at 8.33 µM | AID 540275; in the data active = activation above about 80%; inconclusive = between about 30% and that limit; also: 0% is about no effect
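Fluo-8 calcium influx in TRPV1-expressing cells, kinetic read (ex 480/em 520 nm). Compound added and read 3 min for agonist activity, followed by capsaicin at EC20 final and 2 min further read for enhancement.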
ELG1 repair inh: ELG1-dependent DNA repair inhibition | 330,000 compounds, 2.3% hits | Potency, µM (highest dose often 46.1 µM), without a hit: at the highest dose activity change, negative = inhibition, most hits filed as inhibitors | HEK293T ELG1-luciferase reporter, luminescence, 16 h; DNA damage induced by 5-fluorouridine; also: potency is read from the fitted curve at half-maximal effect; % is scaled to controls: 0 for no effect and ±100 for the full control effect; nearly all actives have a fitted effect of over 55% in size
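Luminescence from the luciferase reporter, measured 30 min after ONE-Glo reagent at room temperature, was the read-out. Beforehand, 2,000 cells per well were exposed for 16 hr at 37 °C to 5-fluorouridine together with compound or vehicle.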
BRCA1 expr up: activators of BRCA1 expression | 380,000 compounds, 1.1% hits | MCF7-BRCA1-FFLuc reporter, luminescence, 48 h; response scale: scaled: vehicle 0%, 10 µM genistein 100% | Potency, µM (doses to about 46.1 µM), for the others: at the top dose activation, usual class: activators | AID 624202; also: potency is read from the fitted curve at half-maximal effect; nearly all actives have a fitted effect of over 80% in size; some results filed as inactive show a strong effect at the top dose
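Luminescence from a BRCA1-driven firefly luciferase in MCF7 cells was read after 48 h compound exposure at 37 C. Data normalized against DMSO and a 10microM genistein activation control, then curve-fitted across the titration.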
B2AR arrestin: beta2AR (human) beta-arrestin recruitment activity; P07550; beta-arrestin recruitment to beta2AR, cell-based reporter; Potency, µM (doses to about 46.1 µM), for the others: at the top dose activation, usual class: activators; 330,000 compounds, 0.02% hits; AID 492947;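 also: potency is read from the fitted curve at half-maximal effect; 0% = DMSO controls and full agonism = EC100 isoproterenol or metaproterenol; nearly all actives have a fitted effect of over 65% in size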
Target sequence (P07550 whole entry, looked up): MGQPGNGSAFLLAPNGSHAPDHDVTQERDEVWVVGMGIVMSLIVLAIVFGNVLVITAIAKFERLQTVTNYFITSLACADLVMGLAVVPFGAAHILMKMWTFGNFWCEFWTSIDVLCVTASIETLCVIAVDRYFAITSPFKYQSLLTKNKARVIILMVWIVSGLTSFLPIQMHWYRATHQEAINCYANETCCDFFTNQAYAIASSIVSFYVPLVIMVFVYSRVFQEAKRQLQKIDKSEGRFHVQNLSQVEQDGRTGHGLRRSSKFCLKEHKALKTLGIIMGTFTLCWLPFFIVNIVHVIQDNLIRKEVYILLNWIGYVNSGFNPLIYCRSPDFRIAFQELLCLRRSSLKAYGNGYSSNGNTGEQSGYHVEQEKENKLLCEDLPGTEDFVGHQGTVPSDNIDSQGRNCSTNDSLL
A-T KAP1 phos: potential ataxia-telangiectasia treatment. Potency, µM (series often up to 57.5 µM), for the others: top-dose activation, actives largely listed as activators. […] A-T fibroblasts, KAP-1 phosphorylation AlphaLISA; neocarzinostatin DNA damage 30 min before lysis. 320,000 compounds, 0.19% hits; also: potency is read from the fitted curve at half-maximal effect; % of control where 0% means no effect; nearly all actives have a fitted effect of over 45% in size
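hTERT-immortalized A-T patient fibroblasts ([…]), 500 cells/well in OPTI-MEM, 1% FBS, got compounds for 60 min, then NCS for 30 min at 37C. Lysates were then assayed for phospho-KAP-1 by AlphaLISA (anti-pKAP1 donor, anti-KAP1 acceptor beads), 6 hr at 25C.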
TCR act: T cell receptor activation | AID 504894 | 330,000 tested, under 10 active | Potency, µM (doses to about 9.22 µM), without a hit: at the top dose activation of IL-2 secretion, most hits filed as activators | primary human leukocytes, anti-CD3, IL-2 HTRF, 48 h; also: % of control where 0% means no effect
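1) Mix primary human leukocytes, a-CD3 beads and compound. 2) Incubate 48 hr. 3) Add HTRF IL-2 reagents (a-IL-2-K, a-IL-2-d2).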
* hit, by the source's call; ? = inconclusive; · = not tested or not shown; [ ] = dose if it differs, or a comment. Unless noted, calls follow the shape of the dose curve; as a rule, active = well fitted curve in the direction sought with a large enough effect; inconclusive = small, poorly fitted or top-dose-only effect, or another doubt; inactive = no such curve, though single readings can be large; an effect the other way counts as inactive or inconclusive.

SMILES | Integrin act MD | p53 reactivator | CXXC DNA block | PTAP TSG101 blk | TRPV1 ag | ELG1 repair inh | BRCA1 expr up | B2AR arrestin | A-T KAP1 phos | TCR act
C/C(=N\NC(=S)NCCc1ccccc1)c1cccs1 | -2.9% | ? | 0.5% | -18.5% | ? | -7.5% | -7.0% | ? | -13.4% | -1.2%[46.1 µM]
COc1cccc(CN(C)C(=O)CNC(=O)c2cccs2)c1OC | 11.5% | 3.8% | · | -6.5% | -3.5 | 19.3% | 18.4% | -1.0% | -4.7% | 4.5%
Cn1c(Sc2ccc(C(F)(F)F)cc2[N+](=O)[O-])nnc1-c1ccccc1 | -29.6% | 2.4% | -4.5% | -2.6% | 10.7 | -3.8% | -37.6% | 4.9% | -0.5% | 2.0%
CC(C)=NOc1nc(N(C)C)nc(N(C)C)n1 | 1.3% | -10.3% | 9.5% | -3.6% | -4.4 | -0.2% | 0.6% | -1.0% | 1.0% | -0.6%[46.1 µM]
NNC(=O)/C(=C\c1cccs1)NC(=O)c1ccccc1 | 19.6% | 0.1% | 0.1% | -1.9% | 3.5 | 3.3% | -37.8% | -0.9% | 2.1% | -4.3%[46.1 µM]
CCn1c(=O)cc(N2CCN(Cc3ccccc3)CC2)[nH]c1=O | -10.5% | -0.3% | · | -4.0% | -4.0 | 2.0% | -7.8% | -0.1% | -5.7% | 3.1%
COc1ccc2oc(C(=O)OCC(=O)N(Cc3ccccc3)C(C)(C)C)c(C)c2c1 | 3.0% | -1.2% | 0.8% | 1.9% | 9.0 | ? | -23.9% | -0.7% | 3.4% | -7.7%
CC(C)Cn1c(N)c(C(=O)COC(=O)[C@H](C)NC(=O)c2ccccc2Cl)c(=O)n(C)c1=O | -20.1% | -7.2% | · | -0.2% | -2.1 | -16.0% | 24.0% | -0.3% | 2.1% | -23.0%
O=C1NC(=O)C(CC(=O)N(Cc2cccs2)C2(C(=O)NC3CCCCC3)CCCCC2)N1 (stereo not given) | -10.9% | 4.0% | -1.3% | 1.5% | 1.5 | -6.4% | -33.4% | -0.7% | 7.0% | 3.0%[46.1 µM]
CCCCN(C)C(=O)C1CCC(=O)N(c2cc(OC)c(OC)c(OC)c2)C1c1ccc(OC)cc1 (stereo not given) | 15.4% | 17.4% | 0.0% | -5.1% | 0.9 | 7.3% | -28.6% | 0.1% | -2.0% | -5.1%
CC(=O)c1ccc(NC(=O)N2CCCC(C(=O)c3ccc4c(c3)OCO4)C2)cc1 (stereo not given) | 7.6% | 9.4% | -7.6% | -7.2% | -0.8 | 12.8% | 49.4% | -0.4% | 3.8% | -10.9%
CCn1nnnc1-c1ccc(OC)c(S(=O)(=O)Nc2ccc(OC)cc2)c1 | 10.4% | -5.4% | 11.4% | -0.8% | 4.8 | -2.3% | -4.3% | -0.4% | 9.9% | -37.5%
N=c1c(S(=O)(=O)c2ccc(Br)cc2)cc2c(=O)n3ccccc3nc2n1Cc1ccco1 | -3.7% | -20.9% | 15.3% | -3.9% | 24.3 | -0.3% | 0.3% | 0.3% | -5.7% | -3.0%
Cc1ccsc1C(=O)OCC(=O)c1ccc[nH]1 | 24.2% | ? | · | -2.8% | 0.8 | ? | 5.62µM* | 0.2% | 6.2% | -3.4%
CCC1(CC)Cc2ccccc2C(C2=C(O)CC(C)(C)CC2=O)=N1 | 13.7% | -13.7% | 3.3% | 0.2% | 1.5 | 2.1% | -19.6% | -2.2% | 1.6% | 4.8%[46.1 µM]
CNCc1c(C)nn(-c2ccccc2)c1C | 33.3% | 0.6% | 11.4% | 1.2% | 0.0 | 6.3% | -8.5% | 0.2% | 2.5% | -2.3%
Clc1ccc(CSc2ccc(-c3ccccn3)nn2)cc1 | -17.2% | 11.9% | 8.5% | 0.5% | -0.9 | ? | -24.4% | -0.7% | 6.8% | -3.6%
Cc1ccc2nc(N(CCCN(C)C)C(=O)c3ccc(S(=O)(=O)N4CCOCC4)cc3)sc2c1 | -5.4% | 1.6% | -0.2% | -4.6% | 6.1 | ? | -10.4% | -0.9% | 1.8% | 3.2%
COc1ccccc1CNC(=O)COC(=O)Cn1cnc2ccccc21 | 23.7% | 3.8% | 5.3% | -4.7% | -0.2 | -5.3% | -5.0% | -1.1% | -0.3% | 5.1%
CCCCn1c(-c2csc3c2CCC(C)C3)n[nH]c1=S (stereo not given) | -16.9%[7.66 µM] | -12.6% | 4.4% | -16.7% | 9.1 | -9.1% | -26.2% | -0.2% | -4.4% | 9.5%
O=C(NN=C1CCCCC1)Nc1ccccc1Cl | -23.4% | 8.3% | · | -1.1% | 2.8 | -1.7% | -1.7% | 0.4% | 2.0% | -2.8%
CCC1CCCCN1S(=O)(=O)c1ccc(NC(=O)c2cccnc2)cc1 (stereo not given) | 9.6% | -2.5% | 28.0% | · | ? | 13.0% | -18.8% | -0.3% | 38.9% | 6.6%
Fc1cccc(F)c1/C=N/N1CCOCC1 | 2.5% | -5.1% | 10.8% | -2.3% | 1.6 | -2.0% | -3.5% | 0.1% | -4.1% | 1.6%
COc1ccc(CCN2C(=O)C3C4CC(C5C(C(=O)N/N=C\c6ccc(Cl)cc6)=NOC45)C3C2=O)cc1OC (stereo not given) | -38.4% | 1.1% | -23.1% | -3.5% | -9.3 | 0.5% | -17.5% | 0.1% | · | -9.9%
COc1ccc(NC(=O)NN(C(=O)c2ccccc2)C(C)(C)C)cc1 | -15.2% | -1.5% | 6.8% | -1.0% | -1.6 | 0.4% | 4.5% | -0.5% | 0.5% | 7.5%[46.1 µM]
(next part)
SMILES | Integrin act MD | p53 reactivator | CXXC DNA block | PTAP TSG101 blk | TRPV1 ag | ELG1 repair inh | BRCA1 expr up | B2AR arrestin | A-T KAP1 phos | TCR act
Cn1c(SCC(=O)Nc2ccc3cn[nH]c3c2)nnc1-c1cnccn1 | ? | -1.4% | 11.1% | -0.9% | -1.6 | -13.3% | -9.7% | -0.1% | 8.0% | -16.2%
CC(C)(C)C(=O)NC1CCN(C(=O)N2CCCC2)CC1 | -2.8% | 3.8% | 5.1% | -3.7% | -5.8 | 13.4% | -0.1% | -0.5% | 3.4% | -4.4%
O=C(NN=C1c2ccccc2-c2ccccc21)c1ccccc1Br | 4.3% | -7.5% | 16.9% | -4.4% | -2.4 | ? | -34.3% | 0.1% | -4.6% | -3.4%
O=C(C1CC(=O)N(c2ccccc2)C1)N1CCN(c2ccc(F)cc2)CC1 (stereo not given) | -11.2% | -23.2% | 0.1% | · | -1.7 | -1.0% | -9.2% | -0.6% | 7.9% | 0.6%
Cc1ccc(C(C)C)c(OCC(=O)Nc2sc3c(c2C#N)CC(C)(C)NC3(C)C)c1 | 5.5% | -4.6% | -0.2% | -6.8% | -1.7 | -21.7% | -90.4% | -0.5% | -4.2% | 2.3%
Cc1c(Nc2scc(-c3ccccc3)[n+]2-c2ccccc2)c(=O)n(-c2ccccc2)n1C | -34.7% | -0.2% | -1.2% | -4.6% | 0.6 | 5.2% | -66.3% | -0.1% | 1.7% | -18.7%
COc1ccc(S(=O)(=O)N(C)C2(C)CCS(=O)(=O)C2)cc1OC (stereo not given) | 2.2% | -4.1% | · | -8.7% | 2.9 | 3.9% | -25.0% | -1.0% | 5.8% | -0.2%
COc1ccc(CCN(C)C(=O)Cc2ccc(-c3ccccc3)cc2)cc1OC | -34.9%[inhibitor] | -6.8% | 6.2% | -4.0% | -6.2 | ? | -45.7% | -0.6% | -3.1% | 5.0%
COc1ccccc1N(CC(O)CN(c1ccccc1)S(C)(=O)=O)S(=O)(=O)c1ccccc1 (stereo not given) | -2.9% | -9.5% | 0.1% | -4.3% | 0.0 | -0.2% | -7.8% | 0.0% | 3.2% | -22.6%
COc1cc(OC)c(C(=O)/C=C/c2ccccc2)c(O)c1O | -20.5% | 1.9% | -3.2% | -0.3% | 6.0 | -32.0% | 0.0% | 0.3% | 13.5% | -1.8%
O=C(Oc1ccc(/C=N/Nc2nc(N3CCCCC3)nc(N3CCCCC3)n2)cc1)c1ccco1 | 0.3% | 1.1% | -7.8% | -3.7% | -1.1 | -3.0% | -0.4% | -0.2% | -6.6% | -3.4%
O=C(CCCC(=O)OCC(=O)NC1CCCC1)Nc1ccccn1 | 6.0% | -6.8% | -1.8% | -6.2% | -1.1 | 12.2% | 25.4% | -0.1% | -1.8% | 3.2%
Cc1cc(SCc2cc(=O)[nH]c3ccccc23)nc2ccccc12 | -2.6% | -8.8% | -13.1% | -4.0% | 9.4 | 5.8% | -19.1% | -0.1% | -1.6% | -10.9%
O=C(NNC1=Nc2ccccc2SC1)c1ccc(F)cc1 | -36.0% | 5.7% | -16.6% | -1.3% | ? | 9.2µM* | -67.3% | -0.2% | 5.0% | 2.7%

The order is random. Share with any hit: about 3.8%.
